All columns: NCI-60 one-dose screen, growth in % after 48 h at 10 µM unless noted; 100 = growth as untreated, 0 = no growth, -100 = all killed.
LOX IMVI: LOX IMVI melanoma | 7.4% of 79,000 active
SK-MEL-2: SK-MEL-2 melanoma. 4.7% of 77,000 active. AID 1794763
SK-MEL-5: SK-MEL-5 melanoma; 6.4% of 80,000 active; AID 1794755
MDA-MB-435: MDA-MB-435 melanoma; 7.8% of 82,000 active; AID 1794794
SK-MEL-28: SK-MEL-28 melanoma. 4.1% of 81,000 active. AID 1794761
HS 578T: HS 578T breast cancer; 4.1% of 78,000 active
BT-549: BT-549 breast cancer; 4.4% of 78,000 active; AID 1794793
T-47D: T-47D breast cancer; 5% of 79,000 active; AID 1794792
Active calls of the source: *; x = not tested or not shown; ! = a repeat was not active. How the source made its calls: active means growth percent below 10; inactive means the rest. Only part of the results is shown; count on the stated rates, not on these rows.

Values in the order: LOX IMVI	SK-MEL-2	SK-MEL-5	MDA-MB-435	SK-MEL-28	HS 578T	BT-549	T-47D
> CC(=O)Cc1ccc(Cl)cc1
→ 101.1	85.2	101.7	105.1	103.4	110.8	96.5	67.5
> C=CCc1ccc2c(c1)OCO2
→ 101.9	126.6	107.2	110.9	110.6	133.7	118.5	103.3
> CC1([N+](=O)[O-])COP(=O)(Nc2ccc(Cl)cc2)OC1 (stereo not given)
→ 50.3	89.8	95.0	93.8	107.3	93.9	73.7	81.5
> CCCOC(=O)CCl
→ 93.3	113.6	92.9	91.9	107.5	86.4	94.4	x
> C#C[C@](C)(O)CC
→ 105.0	104.7	108.9	101.6	113.6	110.3	99.6	x
> CCC(O)C(CCN(C)C)(c1ccccc1)c1ccccn1 (stereo not given)
→ 94.8	99.1	103.6	91.5	107.2	98.1	107.9	90.2
> Cc1ccc(NC(=O)NCCCOc2ccc(N3C(N)=NC(N)=NC3(C)C)cc2Cl)cc1S(=O)(=O)F
→ 11.6	74.0	38.2	36.9	79.0	108.9	118.2	87.6
> Cc1cc(OCCN2CC2)c2ccccc2n1
→ 65.8	104.0	95.2	81.1	124.3	110.3	105.1	106.2
> [N-]=[N+]=NC1=NS(=O)(=O)c2ccccc21
→ 99.4	107.4	102.1	100.6	102.3	105.2	90.3	103.7
> CCOP(=O)(Cc1ccc(C#N)cc1)OCC
→ 98.3	92.3	103.9	113.7	107.0	105.4	109.0	100.7
> NC(=O)NC(=O)CI
→ -67.3*	92.1	93.9	98.2	89.5	94.3	85.8	8.8*
> CC/C(=C(\c1ccc(OCCN2CCOCC2)cc1)c1ccc(OC(=O)Cc2ccccc2)cc1)c1ccc(Cl)cc1
→ 99.0	101.5	107.3	107.4	100.8	96.6	103.7	63.5
> COc1ccc(-c2c[se]c(Nc3ccccc3)n2)cc1
→ 95.6	106.2	94.1	96.1	98.3	100.9	96.7	39.5
> C[C@]12CC[C@H]3[C@@H](C[C@@H]4SC(N)=N[C@@]45C/C(=N/O)CC[C@]35C)[C@@H]1CCC2=O
→ 91.3	89.5	83.4	25.5	91.3	95.3	99.0	89.3
> COc1cc(C#N)cc2nc(C)oc12
→ 112.0	117.7	98.7	96.7	95.7	101.5	93.5	98.6
> COc1ccc(C2SCC(=O)Nc3c2c(C)nn3-c2nc3ccc(C)cc3s2)cc1O (stereo not given)
→ 36.9	-1.2*	16.6	-25.5*	51.1	42.2	x	x
> C/C=C/CC(C)C(O)[C@H](NC(=O)[C@@H]1CCCN1C(=O)C(C)(C)NC(=O)CCCCCCCCC)C(=O)N[C@@](C)(CC)C(=O)N[C@@H](CCC(N)=O)C(=O)N[C@H](CCC(N)=O)C(=O)NC(C)(C)C(=O)N[C@@](C)(CC)C(=O)N[C@@H](CCC(N)=O)C(=O)N[C@H](CC(C)C)C(=O)N[C@H](CO)CC(C)C (stereo not given in full)
→ -88.2*!	-72.1*!	-90.2*!	-93.7*!	-100.0*!	-71.9*!	-79.6*	-31.3*!
> O=[N+]([O-])CC(c1ccccc1Cl)c1c(-c2ccccc2)[nH]c2ccccc12 (stereo not given)
→ 33.4	27.2	28.4	-9.5*	61.4	41.2	37.3	22.1
> Cc1ccc(CNc2nc3ccc(OC/C(=C/F)CN)cc3o2)cn1
→ 88.4	110.5	98.0	99.6	107.4	101.4	x	101.4
> CC1CC(NCCO)CC(C)(C)C1 (stereo not given)
→ 103.2	108.1	110.2	110.1	136.7	114.2	139.4	90.1

Ten compounds from above, arranged by heavy-atom count, high to low:
Values in the order: LOX IMVI	SK-MEL-2	SK-MEL-5	MDA-MB-435	SK-MEL-28	HS 578T	BT-549	T-47D
> CC/C(=C(\c1ccc(OCCN2CCOCC2)cc1)c1ccc(OC(=O)Cc2ccccc2)cc1)c1ccc(Cl)cc1
→ 99.0	101.5	107.3	107.4	100.8	96.6	103.7	63.5
> Cc1ccc(NC(=O)NCCCOc2ccc(N3C(N)=NC(N)=NC3(C)C)cc2Cl)cc1S(=O)(=O)F
→ 11.6	74.0	38.2	36.9	79.0	108.9	118.2	87.6
> O=[N+]([O-])CC(c1ccccc1Cl)c1c(-c2ccccc2)[nH]c2ccccc12 (stereo not given)
→ 33.4	27.2	28.4	-9.5*	61.4	41.2	37.3	22.1
> Cc1ccc(CNc2nc3ccc(OC/C(=C/F)CN)cc3o2)cn1
→ 88.4	110.5	98.0	99.6	107.4	101.4	x	101.4
> CC1([N+](=O)[O-])COP(=O)(Nc2ccc(Cl)cc2)OC1 (stereo not given)
→ 50.3	89.8	95.0	93.8	107.3	93.9	73.7	81.5
> [N-]=[N+]=NC1=NS(=O)(=O)c2ccccc21
→ 99.4	107.4	102.1	100.6	102.3	105.2	90.3	103.7
> CC1CC(NCCO)CC(C)(C)C1 (stereo not given)
→ 103.2	108.1	110.2	110.1	136.7	114.2	139.4	90.1
> C=CCc1ccc2c(c1)OCO2
→ 101.9	126.6	107.2	110.9	110.6	133.7	118.5	103.3
> CCCOC(=O)CCl
→ 93.3	113.6	92.9	91.9	107.5	86.4	94.4	x
> C#C[C@](C)(O)CC
→ 105.0	104.7	108.9	101.6	113.6	110.3	99.6	x

(next part)
Values in the order: LOX IMVI	SK-MEL-2	SK-MEL-5	MDA-MB-435	SK-MEL-28	HS 578T	BT-549	T-47D
> CC[C@@]1(O)C(=O)OCc2c1cc1n(c2=O)Cc2cc3ccccc3nc2-1
→ -62.4*	-20.7*	-83.9*	-81.5*	x	22.6	-39.9*	-8.0*
> Nc1c(Br)cc2c3c(cccc13)-c1ccccc1-2
→ 53.7	64.4	84.8	78.8	99.7	50.0	91.8	38.6
> CCOC(=O)C1(c2ccccc2)CCN(CC(O)c2ccc(NC(C)=O)cc2)CC1 (stereo not given)
→ 101.9	89.4	101.3	109.8	115.8	104.9	98.3	98.7
> O[C@H](c1ccccc1)[C@@H](c1ccccc1)N1CCOCC1
→ 101.5	104.8	101.9	108.7	105.2	115.9	97.8	106.0
> CCN(CC)/C(N)=N\c1nc(C)c2cc(Cl)ccc2n1
→ 95.4	96.7	84.4	100.7	104.2	99.0	87.7	x
> N#[N+]c1cnc([O-])[nH]c1=O
→ 85.2	96.7	97.0	106.4	103.5	83.5	114.4	101.4
> CCC(CO)NC1CCCC1 (stereo not given)
→ 98.6	115.5	109.8	103.2	132.0	82.4	134.1	90.0
> CCC(=O)OC1(c2ccccc2)CCN(C)C1C (stereo not given)
→ 96.1	93.1	96.8	117.1	121.4	132.5	101.4	88.4
> CC1([N+](=O)[O-])COP(=O)(Nc2ccc(F)cc2)OC1 (stereo not given)
→ 84.2	98.0	98.2	109.8	116.2	103.3	96.8	82.9
> CC[C@H](C)[C@H](NC(=O)[C@H]1CCCCN1C)C(=O)N(C)[C@H](C[C@@H](OC(C)=O)c1cccc(C(=O)N[C@@H](Cc2ccccc2)C[C@H](C)C(=O)OC)n1)C(C)C
→ 14.6	22.1	-14.5*	-29.2*	62.8	19.9	-22.5*	63.6
> CCCCNC(C)Cc1ccc(O)c(O)c1 (stereo not given)
→ 97.7	90.5	101.2	105.8	112.1	99.3	93.9	73.2
> CCCCCCCCCCCCOc1ccc(C(=O)Oc2ccc(CSP3(=O)OCC4OC(n5cnc6c(N)ncnc65)C(F)C4OP(=O)(O)OCC4OC(n5ccc(=O)[nH]c5=O)C(F)C4O3)cc2)cc1 (stereo not given)
→ 85.9	86.6	109.2	105.6	120.8	116.9	81.6	88.5
> COC(=O)CCn1c(-c2ccc(-n3cc(-c4ccc(O[C@H]5O[C@@H]6OC7(C)CC[C@H]8[C@H](C)CC[C@@H]([C@H]5C)[C@@]68OO7)cc4)nn3)cc2)nc2ccccc21
→ -54.5*	-6.2*	1.4*	24.5	28.6	30.3	-7.8*	14.9
> Clc1ccc([Se][Se]c2ccc(Cl)cc2)cc1
→ x	96.5	91.0	86.7	89.5	78.6	82.2	50.0
> OCCN(CCO)C(Cc1ccccc1)c1ccccc1 (stereo not given)
→ 97.9	106.6	99.4	99.2	104.3	93.5	109.9	90.5
> CC1C(=O)OC2CCN3CC4OC4(COC(=O)C(C)(O)C1(C)O)C23 (stereo not given)
→ 91.6	x	102.0	101.9	94.9	x	x	100.7
> CC(C)COP(=O)(OCC(C)C)OCC(C)C
→ 98.9	112.4	101.0	100.3	102.6	x	102.2	110.0
> COc1ccc(C(=O)/C=C/c2sc(N(CCCl)CCCl)nc2Cl)cc1
→ 100.8	94.2	97.0	100.7	117.3	91.3	93.9	77.0
> C[Se]/C=C1/C(=O)N(c2c(Cl)cccc2Cl)c2ccccc21
→ 17.7	51.1	38.9	-30.3*	8.1*	13.0	-35.6*	65.8
> CCOc1ccc2c(c1)CCNC2C (stereo not given)
→ 98.6	109.8	105.9	105.1	102.7	105.2	100.1	92.7
> C=CCNC(=O)C(Br)C(C)C (stereo not given)
→ 101.0	101.6	103.9	103.6	112.0	x	98.0	96.5
> C=CCC1(C(C)CCC)C(=O)NC(=S)N(C)C1=O (stereo not given)
→ 100.2	103.5	108.9	102.1	98.5	91.6	99.0	97.4
> C=CC[PH+](c1ccccc1)c1ccccc1.C=CC[PH+](c1ccccc1)c1ccccc1.[Pt+2].[S-]c1nc2ccccc2[nH]1.[S-]c1nc2ccccc2[nH]1
→ -95.0*	-72.9*	-94.9*	-50.5*	-47.1*	-16.6*	-28.1*	-6.1*
> Cc1c2cccc(F)c2c[n+]2ccccc12
→ 103.8	106.9	x	104.5	108.2	105.8	x	98.9
> Cc1nc(CCN2CCCCC2)cs1
→ 98.8	99.9	100.9	101.6	103.6	106.7	86.8	94.0
> CC(C)C(O)(C(=O)OCC1=CCN2CCC(O)C12)C(C)O (stereo not given)
→ 99.7	x	101.5	127.0	115.8	107.9	x	96.3
> O=C1C(Cl)=C(Cl)C(Cl)(Cl)C1(Cl)Cl
→ 94.4	126.6	112.5	98.7	118.7	89.8	105.2	100.6
> COc1cc2c(cc1OC)C(C)N(C)CC2 (stereo not given)
→ 105.8	113.9	107.7	108.6	104.3	102.1	106.2	111.2
> C[C@]12CCCC[C@@H]1CC[C@@H]1[C@@H]2[C@@H](O)C[C@@]2(C)[C@H]1CC[C@]2(C)O
→ 84.2	135.3	92.2	92.8	111.3	89.5	115.8	76.6
> O=C(O)c1cc(Cl)nc(Cl)c1
→ 102.9	112.3	104.1	106.2	109.6	98.1	102.8	103.8
> O=C1NC(=O)C2(CCN(c3ccccc3)CC2)C(=O)N1
→ 101.1	97.8	109.3	116.7	99.2	110.4	107.3	109.7
> O=C(Nc1cc(Cl)ccc1Cl)C(Cl)(Cl)Cl
→ 92.5	103.8	89.4	97.4	106.5	101.0	x	72.0
> CC1(C)C(C(=O)c2cn(CCCCCO)c3ccccc23)C1(C)C
→ 100.5	87.8	97.9	106.0	109.4	103.0	99.9	95.4
> COc1cccc(C2CCN(C)C2)c1 (stereo not given)
→ 93.9	112.9	127.4	103.2	99.5	107.8	114.5	100.5
> CCC1(CCC(C)C)C(=O)NC(=O)N(c2ccccc2)C1=O (stereo not given)
→ 101.0	91.9	101.7	99.6	104.4	94.6	99.1	82.4
> C[C@]12CC[C@H]3[C@@H](CC=C4c5sc(-c6ccccc6O)nc5CC[C@@]43C)[C@@H]1CC[C@@H]2O
→ 72.2	91.1	94.4	86.1	69.9	63.6	103.0	55.3
> C=CCc1cc2c(cc1OC(C)C)OCO2
→ 95.6	103.1	96.3	104.0	96.9	94.3	97.7	x
> N#CCCP(CCC#N)CCC#N
→ 37.0	x	99.3	113.1	103.3	100.8	107.6	93.7
> CC12CC(=O)C3C(CCC4CC=CCC43C)C1CCC2=O (stereo not given)
→ 95.0	x	93.3	96.8	99.6	x	x	99.5
> CC(=O)[O][Hg][c]1ccccc1
→ -88.2*	-52.9*	-87.6*	-89.2*	-88.4*	16.4	-96.7*	-42.1*
> Nc1c(S(=O)(=O)O)cc(Nc2ccc(S(=O)(=O)O)c(Nc3nc(Cl)nc(Cl)n3)c2)c2c1C(=O)c1ccccc1C2=O
→ 103.3	86.9	108.6	100.4	110.0	97.4	105.8	103.3
> CC(C)CCON=O
→ 98.1	101.5	101.9	110.2	99.0	117.2	120.3	128.4
> CCOP(=S)(S)OCC
→ 100.4	104.1	98.3	103.3	105.0	111.5	115.8	96.5
> CCN(CC)CCc1ccc(O)cc1
→ 98.2	123.8	116.1	106.3	112.4	111.5	98.6	108.8
> CC(O)c1ccc(Br)cc1 (stereo not given)
→ 109.3	102.3	109.2	107.3	114.0	123.7	106.7	106.1
> CC12OOC(C)(OO1)C2CCC(=O)OCCNc1ccnc2cc(Cl)ccc12 (stereo not given)
→ -92.1*	107.0	36.5	31.3	93.0	95.2	93.1	16.5
> CC[C@H](C)[C@H](NC(=O)[C@H]1CCCCN1C)C(=O)N(C)[C@H](C[C@@H](OC(C)=O)c1nc(C(=O)N[C@@H](Cc2ccccc2)C[C@H](C)C(=O)OC)cs1)C(C)C
→ 8.6*	42.8	-69.5*	-35.3*	53.6	33.8	-35.7*	81.0
> c1ccc(P(OCCCCOP(c2ccccc2)c2ccccc2)c2ccccc2)cc1
→ 96.7	132.4	95.4	96.5	96.4	101.0	123.5	104.2
> O=C(CC1(O)C(=O)Nc2ccc(Cl)cc21)c1ccc(C(=O)NCC2CCC3(CC2)OOC2(CCCCC2)OO3)cc1 (stereo not given)
→ 32.3	12.7	x	8.4*	69.2	16.1	48.8	-24.7*
> Cc1ccc(-n2c(=S)[nH]c3ccccc3c2=O)cc1F
→ 100.2	100.7	102.6	108.2	101.7	94.6	119.1	98.6
> CC(=O)[O][Hg][CH2]C1(C)COC(C)([CH2][Hg][O]C(C)=O)CO1 (stereo not given)
→ -98.4*	63.2	-35.9*	-2.3*	18.3	84.3	-100.0*	4.4*
> C[C@@H]1C[C@H]2[C@@H]3CC[C@H](O)[C@@]3(C)CC[C@@H]2[C@@]2(C)CCC(=O)C=C12
→ 99.8	107.3	96.9	98.1	108.7	103.9	87.6	102.8

Screens: PubChem BioAssay, NCI
